Bioassay records: PubChem, several laboratories
Peg3 promoter: Peg3 promoter-driven luciferase inhibitors, primary screen, cell-based, HeLa, luciferase luminescence; HeLa PEG-Prom luciferase reporter, overnight; inhibition, % at 20 µM; 1.7% of 360,000 active; AID 588405, 2011;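 active means inhibition of at least 50% at 20 µM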
Vif inh: HIV Vif self-association inhibitors, primary screen, imaging, HEK293T, single point | HEK293T cells, Vif self-association by quenched fluorescence, 24 h | inhibition, % at 7.49 µM | 0.35% of 340,000 active | AID 602346, 2012; in the data active means inhibition above about 50%, passing the limit was not always enough; inconclusive means no clear call, values can overlap the other calls; inactive means below about 31%; further: some results filed as inactive read as strong as hits
TRPM1 prom inh: inhibitors of MITF-dependent TRPM1 promoter reporter, primary screen, cell-based, SK-MEL-5, single point, luciferase; SK-MEL-5 TRPM1 promoter luciferase, 24 h; inhibition, % at 12.5 µM; 0.83% of 330,000 active; AID 488899, 2010;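 active means mean inhibition across replicates of 60% or more, whatever share of single replicates reaches that level; inconclusive means some that reach 60%, reason not given; inactive means mean inhibition across replicates below 60%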; further: values of inactives mirror those of a sister screen read the other way
NR2E3 ag-1: NR2E3 agonists in two-hybrid cells, primary screen, cell-based, luminescence, CHO-S, Gal4-NCOR/VP16-NR2E3; 0.35% of 360,000 active; inhibition of corepressor binding, % at 3.98 µM; luciferase; Photoreceptor-specific nuclear receptor (Homo sapiens), Q9Y5X4; AID 602229, 2012;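 active means inhibition above the mean of all tested compounds plus 3 SD, cut at about 70% in these data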;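 further: 0% = DMSO with NR2E3 transfected cells and 100% = cells lacking NR2E3 construct; higher means lower luciferase signal from less NR2E3 corepressor binding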
Target sequence (Q9Y5X4 whole entry, looked up, the tested form may be a part): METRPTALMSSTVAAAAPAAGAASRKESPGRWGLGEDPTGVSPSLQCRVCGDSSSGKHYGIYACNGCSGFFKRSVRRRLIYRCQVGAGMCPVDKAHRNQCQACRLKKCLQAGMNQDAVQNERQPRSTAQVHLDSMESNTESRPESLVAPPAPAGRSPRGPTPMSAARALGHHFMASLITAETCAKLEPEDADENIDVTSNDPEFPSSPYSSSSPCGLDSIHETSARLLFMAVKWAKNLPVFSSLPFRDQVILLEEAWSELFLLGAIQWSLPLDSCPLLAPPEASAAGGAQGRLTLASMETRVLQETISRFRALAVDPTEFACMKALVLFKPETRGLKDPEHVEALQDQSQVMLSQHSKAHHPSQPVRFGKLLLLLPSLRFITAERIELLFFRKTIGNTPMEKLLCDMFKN
aDG glyco act: activators of alpha-DG glycosylation, primary screen, uHTS, Pro5-aDG cells, AlphaScreen. alpha-DG glycosylation AlphaScreen (IIH6); 0% Pro5, 100% B10-LARGE cell signal. activation, % at 10 µM. 0.22% of 360,000 active;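 active means activation of at least 8% versus controls, or a plate z-score of at least 8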;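 further: Pro5 are CHO cells carrying HIG-tagged alpha-DG that lacks glycosylation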
NR2E3 ag-2: inhibitors of NR2E3-RetCOR corepressor binding, primary screen, NR2E3 agonist project, biochemical, TR-FRET, GST-NR2E3, biotin-RetCOR; AID 2300, 2010; inhibition of corepressor binding, % at 4.78 µM; 0.12% of 320,000 active; Photoreceptor-specific nuclear receptor (Homo sapiens), Q9Y5X4; 1536-well;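 active means percent inhibition above the cutoff of mean plus 3 SD of all tested compounds, set per screening campaign, cut at about 20% in these data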;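 further: 0% = DMSO wells and 100% = biotin wells as full block of FRET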
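Material: NR2E3–RetCOR corepressor complex / Amount: 1.35 nM GST-NR2E3 / Medium: Tris pH 7.5 / Compound: single nominal compound dose of 4.8 µM / Incubation: 5 h at 4 °C / Technique: TR-FRET, Eu(K)-anti-GST donor, streptavidin-D2 acceptor, ex 340, em 617/671 nm / Read-out basis: percent loss of FRET ratio relative to control wells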
Granule exo inh: LAMP-1 surface exposure blockers, TALL-104 cells – cell-based, flow cytometry, MLPCN library, primary screen; inhibition, % at 10 µM; TALL-104 LAMP-1 surface exposure; cells stimulated with thapsigargin and PMA; 0.66% of 360,000 active;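 active means inhibition above about 55%, limit read from the data; inconclusive means no clear call, values can overlap the other calls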
CaV13 FRET inh: Disruptors of the CACNA1D IQ motif to Ca2+-dependent inactivation inhibitor domain association, primary screening, Förster resonance energy transfer in intact living …; HEK cells, CFP/YFP FRET ICDI-IQ, plate reader, 10 min; percent FRET-ratio fall versus neutral wells; AID 743397; 0.098% of 340,000 active; inhibition, % at 12.3 µM;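 active means mean replicate inhibition of at least 30% and at least 1% of replicates passing that level; inconclusive means only one of the two criteria is met; inactive means neither criterion is met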;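 further: 0% = median of the neutral control wells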
PDI inh: inhibitors of human PDI, primary screen, biochemical, turbidity, single point, plate reader; AID 588391, 2011; PDI insulin aggregation turbidity, A650, 90 min; 0.052% of 350,000 active; inhibition, % at 10 µM; Protein disulfide-isomerase (Homo sapiens), P07237;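 active means mean inhibition across replicates of 30% or more, whatever share of single replicates reach that level; inconclusive means mean inhibition below 30% while every single replicate reaches 30%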;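 further: absorbance from insulin aggregation driven by PDI reduction with DTT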
Target sequence (P07237 whole entry, looked up): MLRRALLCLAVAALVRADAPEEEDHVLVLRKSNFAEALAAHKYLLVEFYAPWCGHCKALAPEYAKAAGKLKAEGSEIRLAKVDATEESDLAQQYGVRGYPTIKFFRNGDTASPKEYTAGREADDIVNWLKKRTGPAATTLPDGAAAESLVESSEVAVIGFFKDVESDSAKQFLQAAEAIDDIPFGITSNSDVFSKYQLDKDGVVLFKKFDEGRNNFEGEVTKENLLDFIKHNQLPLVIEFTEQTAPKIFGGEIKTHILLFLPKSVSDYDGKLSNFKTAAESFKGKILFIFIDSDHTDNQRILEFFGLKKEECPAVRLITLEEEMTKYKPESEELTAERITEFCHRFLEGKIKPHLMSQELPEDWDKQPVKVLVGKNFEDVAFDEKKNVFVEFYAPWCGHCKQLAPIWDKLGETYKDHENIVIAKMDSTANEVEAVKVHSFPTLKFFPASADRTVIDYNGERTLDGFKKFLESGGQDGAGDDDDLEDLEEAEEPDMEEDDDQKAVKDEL
HIF-2a inh: HIF-2a reporter inhibitors, primary screen, luminescence, 786-0 RCC cells. 786-0 RCC cells HIF-2a reporter, luciferase luminescence, overnight. inhibition, % at 18.8 µM. 0.72% of 360,000 active. AID 624352, 2012;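 active means inhibition of the luminescence signal of 40% or more relative to plate controls, in a single-dose primary screen at 18.75 µM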
hiPSC survival: enhancers of single-cell hiPSC survival, primary screen, ATPlite luminescence; 0.044% of 360,000 active; survival enhancement, % at 20 µM; AID 602274, 2012; 100% = ROCK inhibitor wells, 0% = DMSO; in the data active means survival enhancement above about 18%;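 further: cells exposed to compounds for 16 hours before the ATP read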
An asterisk follows results filed as active; ? = inconclusive; · = not tested or not shown.

Sequence of screens – CaV13 FRET inh, Peg3 promoter, Granule exo inh, aDG glyco act, Vif inh, hiPSC survival, HIF-2a inh, NR2E3 ag-1, PDI inh, TRPM1 prom inh, NR2E3 ag-2
> COc1cc(OC)c2cc(C(=O)N[C@@H](Cc3ccccc3)C(=O)O)n(C)c2c1
→ -1, 9, 0, 0.1, -3, 0.0, 10, 14, -5, -2, ·
> O=C(NC1CCCC1)C(c1ccc(N2CCOCC2)cc1)N(Cc1ccco1)C(=O)c1ccco1 (stereo not given)
→ ·, 3, 0, 0.0, 8, -0.7, 8, 7, -4, -9, 0
> CN(CC(=O)Nc1ccc(N2CCOCC2)cc1)C(=O)CSc1ccc(F)cc1
→ -1, -2, -4, 0.4, -5, -0.1, 11, 7, -1, 8, -6
> CCCCN(C(=O)c1cc2c(s1)CCC2)c1c(N)n(CCC)c(=O)[nH]c1=O
→ -6, -5, 1, 0.2, 0, 1.8, -7, -21, 2, 9, ·
> CC(C)(C)C(=O)Nc1ccc(C(=O)COC(=O)c2ccccn2)cc1
→ -5, -18, 3, 0.1, 13, 0.4, -10, -22, -13, ·, ·
> CNC(=S)N(CCc1c(C)[nH]c2ccc(OC)cc12)Cc1cc(OC)c(OC)c(OC)c1
→ -6, 20, -2, 0.1, 4, 0.3, 18, -17, -1, 8, 3
> Cc1cc(C)c(OCCCNC2CCCC2)c(Br)c1
→ -21, 1, 6, 1.4, -3, -0.3, 18, 20, -6, -18, 1
> CC1=C(C(=O)N2CCCCCC2)CC(CC(=O)NCc2cccs2)C(=O)N1CCC1=CCCCC1 (stereo not given)
→ -8, ·, -12, -0.2, ·, -1.6, 4, 9, ·, ·, ·
> CSc1ccccc1NC(=O)c1cc(-c2ccc3c(c2)OCO3)on1
→ -2, -81, 0, 0.1, 25, 0.0, -128, -29, -15, -67, -1
> CCN(CC)C(=O)CSc1nnc2c3ccccc3n(C)c2n1
→ -2, -20, 1, -0.2, -1, -0.1, -35, -15, 6, -6, 2
> O=CN1CCN(C(=O)c2ccc(Br)o2)CC1
→ -11, -4, 1, 0.2, -5, -0.4, 18, -32, 9, 16, -3
> O=C(CSc1nccn(-c2cccc(F)c2)c1=O)Nc1ccc(Cl)cc1F
→ 1, -22, 76*, 0.1, -1, 0.0, -113, -49, 19, -26, 4
> CC1Cc2nc(SCC(=O)Nc3ccc(F)cc3F)n(C)c(=O)c2S1 (stereo not given)
→ -4, -2, -2, 0.3, -1, 1.0, 7, -4, 5, 5, -4
> C=CCNc1nc(NCCCN2CCCC2=O)c2sc(-c3ccccc3)cc2n1
→ -5, -15, 12, 2.4, -2, -1.5, -131, 5, -10, ·, ·
> COc1ccc(Cl)cc1S(=O)(=O)Oc1ccc(NC(C)=O)cc1
→ -6, 25, 0, -0.1, ?, -4.0, 16, 10, 6, 8, -2
> Cc1ccc2nc(SCC(=O)NCCCN3CCCC3=O)[nH]c2c1
→ -5, -19, 0, 0.0, 14, -3.2, -12, -14, -4, 22, 4
> CCCCC(CC)C(=O)Nc1ccc(Nc2ccccc2)cc1 (stereo not given)
→ -5, 4, 0, 0.3, 12, -0.9, 8, -36, 11, -23, -5
> CCCCNC(=S)Nc1ccc(-c2nc3ccc(C)cc3s2)cc1
→ -16, -353, -2, 0.4, -4, -2.6, -154, -126, 1, -39, 2
> CC1=C/C(=C(\c2ccc(O)c(C)c2)c2ccccc2S(=O)(=O)O)C=CC1=O
→ -6, 12, 5, -0.1, -4, -0.8, 12, -26, 5, 17, -1
> COC(=O)c1nn(-c2cccc(C)c2)c2nnc(Cc3ccccc3)c(=O)n12
→ -1, 8, 0, 0.0, 0, -0.7, 17, -9, -13, 6, 0
> CCOC(=O)C1CCCN(C(=O)c2ccc(S(=O)(=O)NCc3ccco3)cc2)C1 (stereo not given)
→ -4, -3, 3, 0.0, 4, -0.4, 14, 14, -9, 8, 5
> COc1cccc(CCNC(=O)CCc2nnc(-c3ccc4c(c3)OCO4)o2)c1
→ -3, -21, -4, -0.3, -5, -0.5, -36, -8, 6, -5, -1
> CSc1ncccc1C(=O)OCC(=O)c1ccc(S(=O)(=O)N2CCCCC2)cc1
→ -4, 12, 5, 0.1, -12, -0.2, 5, -9, -7, 4, 1
> CCOc1ccc(OCCOCCN2CCCC2)cc1
→ -4, 4, 1, -0.1, -3, 0.0, 4, -14, 0, 3, -1
> CCCNC(=O)COc1nc2ccccc2nc1N1CCOCC1
→ -4, 15, -3, 0.0, -1, -1.0, -1, -32, -8, 4, -1
> c1ccc(-n2cnnc2SCc2nc3ccccc3s2)cc1
→ -4, -189, 0, -0.1, 8, 0.4, -198, -82, 6, -20, -1
> CC(=O)c1cccc(NC(=O)N2CCC(NC(=O)C3CCCCC3)CC2)c1
→ -4, 0, -11, 0.0, 11, -0.4, 9, -42, 3, -2, 6
> Cc1ccc(NS(=O)(=O)c2ccc(C(=O)NCCCN3CCCC3=O)cc2)cc1
→ -15, -6, 28, -0.1, -5, -0.5, 6, -11, 0, -4, -1
> COc1ccc(N=C2C(=O)Nc3c(C)cccc32)cc1
→ ·, -10, 0, -0.1, ·, -3.3, 2, -4, -4, 16, -2
> COc1ccc(C2(O)C(=O)Nc3ccc(C)cc32)cc1 (stereo not given)
→ -19, -4, -19, -0.1, 0, -0.9, 19, -8, 8, 6, -1
> Cc1ccc(Nc2nc(N)nc(CSc3nc(C)cc(C)n3)n2)cc1
→ -4, -4, -3, 1.0, ·, 2.9, 5, -1, 0, -9, 1
> COc1ccc(-c2nc(N)nc(N)n2)c(O)c1
→ -9, -199, 22, -0.3, -8, -3.5, -187, -90, -2, -39, 2
> CC(O)(c1ccccc1)c1nc(-c2cccc(F)c2)cs1 (stereo not given)
→ -8, 6, 4, -0.1, -3, 0.0, -7, -18, 0, ·, ·
> CCOc1ccccc1Nc1nc(-c2cccnc2)cs1
→ -19, -33, 10, 0.1, 2, 0.6, -19, -11, -6, -21, ·
> Cc1noc(C)c1CC(=O)Nc1ccc2c(c1)OCO2
→ -3, -43, 0, 0.2, -8, -0.1, -70, -4, 14, -12, 5
> O=C(NCc1ccccc1Cl)c1cc2c(s1)CS(=O)(=O)C2
→ -3, 10, -5, -0.5, 4, 0.1, -10, -55, -2, -20, 0
> Cn1ncc2c(Nc3ccc([N+](=O)[O-])cc3)nc(Cl)nc21
→ -5, -1, -11, 0.2, 2, 0.3, 10, -41, 1, -8, ·
> CC(C)(C)NC(=O)COC(=O)c1snc(C(=O)NC2CCCCC2)c1N
→ -4, -9, 3, 1.0, -42, -2.0, -41, 24, 12, 19, 2
> COc1ccc(C(=O)CN2C(=O)c3ccccc3C2=O)c(OC)c1
→ -6, -47, 0, 0.0, -1, -0.4, -104, -24, -2, -15, 1
> Cc1noc(C)c1S(=O)(=O)N(C)C[C@H]1Oc2ccc(NC(=O)NC(C)C)cc2C(=O)N([C@H](C)CO)C[C@@H]1C
→ -4, -7, -3, -0.1, -4, 1.5, 3, 24, 5, -4, ·
> CC(=NNC(=O)c1cc(C)nc2ccccc12)c1ccc(N2CCOCC2)cc1
→ -9, 22, 1, -0.1, 15, 1.5, -1, -85, -5, -13, ·
> Cc1ccccc1CN1[C@@H](CC2CCCCC2)COCCS1(=O)=O
→ -12, 25, -1, 0.3, -6, -1.5, 20, -10, -6, -1, 1
> Cc1c(O)ccc(/C=N/Nc2nc(-c3cccnc3)nc3ccccc23)c1O
→ -2, -17, 39, -0.3, 1, 0.4, -245, -9, -8, -54, -1
> CC(=O)c1cnc2c(-c3ccccc3)cnn2c1C
→ -4, -140, 0, 2.2, 22, -1.5, -189, -78, 5, -34, 1
> CCN(CC)c1ccc(/C=C/c2cc(-c3ccccc3)c3ccccc3n2)cc1
→ -34, -10, -14, 1.5, ·, -0.7, -20, -28, 3, 15, 1
> Brc1cc(Br)c2nc(-c3ccc(N4CCOCC4)cc3)ccc2c1
→ ·, -281, 9, 0.3, 15, -3.9, -394, -61, 1, -49, ·
> O=c1c2ccccc2c(C=NCCc2ccccc2)c(O)n1Cc1ccccc1
→ ·, 6, 2, -0.2, 6, -3.0, 2, -50, -6, 1, -4
> CC/C(=N\NC(=O)COc1ccc(Br)cc1)c1ccc(OC)c(OC)c1
→ -2, 14, 2, -0.1, -2, -0.4, 10, -41, -1, 1, 1
> C[C@H]1CN([C@@H](C)CO)C(=O)c2cc(Br)cnc2O[C@H]1CN(C)C(=O)c1cccnc1
→ -6, -7, 8, -0.1, 4, 1.3, 0, -5, 9, ·, ·
> NS(=O)(=O)c1ccc(CCNC(=O)COC(=O)c2nc(Cl)ccc2Cl)cc1
→ -2, 5, 1, 0.1, -10, 0.1, -6, -5, 5, 1, 5
> CCC1CC(=O)CCN1S(=O)(=O)c1ccc(C)cc1 (stereo not given)
→ -3, -8, 5, -0.1, 3, -0.4, -6, -39, 14, -8, ·
> CCN1CCN(CCC(=O)Nc2ccc(Br)c(C)c2)CC1
→ -2, -20, 3, 0.0, -1, 0.9, -19, 9, -3, 2, -2
> C/C=C/c1cc(CN2CCN(c3ccccc3)CC2)c(O)c(OC)c1
→ -5, 12, 1, -0.2, -4, -3.8, -1, -12, -1, 22, 1
> Cc1ccc(-c2cc(C(F)(F)F)c(C#N)c(=O)[nH]2)cc1
→ -6, 16, 15, -0.1, 5, 13, 0, -5, 8, 5, 4
> O=C(NCC(c1ccco1)N1CCN(c2ccccc2)CC1)OCc1ccccc1 (stereo not given)
→ -2, 0, -6, 0.0, 8, -0.8, -12, -16, 1, 7, -2
> COc1ccc(C(=O)Nc2ccccc2C(=O)Nc2ccccc2)cc1
→ -5, -166, -2, -0.2, ·, -3.3, -262, -65, -3, ·, ·
> N=C(N)SCc1cccc2ccccc12
→ -3, -9, 2, 1.2, 6, -2.2, 8, -17, -2, -8, 2
> O=C(CCn1c(=O)[nH]c2ccsc2c1=O)N1CCc2ccccc2C1
→ -5, 2, 0, 0.4, ·, 1.8, 5, 6, -10, -9, 5
> CCN1CCN(C(c2ccccc2OC)c2nnnn2C2CCCCC2)CC1 (stereo not given)
→ 0, 11, -2, 0.0, 12, 0.3, 10, -14, 10, 1, -1
> Cc1sc2nc(CSC(C)C(=O)Nc3cc(S(C)(=O)=O)ccc3Cl)[nH]c(=O)c2c1C (stereo not given)
→ -4, -4, -4, 1.6, -2, 0.5, 5, -7, -1, 12, 1
> NC(=O)CSc1nnc(-c2ccc(S(=O)(=O)N3CCOCC3)cc2)n1Cc1ccccc1
→ -9, 9, 2, -0.1, -1, -2.3, 9, -10, -6, -4, 3
